# Screens: PubChem BioAssay, MTDP
# RNase H inhibition = RNase H inhibition, HIV 1 Gag Pol polyprotein, FRET biochemical assay, screening (AID 372) | 100,000 tested, 0.77% active | inhibition, % at 10 µM; hits with a dose series show IC50 in µM | HIV-1 RT RNase H, FRET RNA/DNA substrate fluorescence; higher % means a stronger effect; in the data active = inhibition above about 50%
# Numbers without * were called inactive. This is a subset (hit frequency here may not be typical).
SMILES,RNase H inhibition
COc1ccc(/C=N/Nc2cc(-c3ccccc3)nc(C)n2)c(OC)c1,0%
Cc1ccc(C=Nc2ccc(Cc3ccc(N=Cc4ccc(C)o4)cc3)cc2)o1,17%
Cc1[nH]n(-c2ccc([N+](=O)[O-])cc2)c(=O)c1/C=N/N1CCOCC1,6%
CCOc1cccc(C(=O)Nc2nnc(C(c3ccccc3)c3ccccc3)s2)c1,4%
COc1cc(C=C2C(=O)NC(=O)NC2=O)cc(I)c1OCc1ccccc1F,25%
C/C(=N\NC(=O)c1cc(-c2ccc3ccccc3c2)n[nH]1)c1cccc([N+](=O)[O-])c1,42%
Cc1ccc(C2OC3(C(=O)c4ccccc4C3=O)C3C(=O)N(c4ccc(Br)cc4)C(=O)C23)cc1 (stereo not given),15%
Cc1ccc(NC(=S)NCc2ccccn2)cc1,4%
Cc1ccccc1N(C)S(=O)(=O)c1ccc(Cl)cc1,10%
CCOc1cc(C(=O)N2CCN(C)CC2)cc(OCC)c1OCC,0%
CCOc1ccccc1/C=C(\C#N)c1nc(-c2ccc(C)cc2)cs1,0%
Nc1ccc(C2CC(=O)NC(=O)N2)cc1 (stereo not given),13%

# 4 entries out of the list, sorted by formula weight, smallest number first:
SMILES,RNase H inhibition
CCOc1ccccc1/C=C(\C#N)c1nc(-c2ccc(C)cc2)cs1,0%
COc1ccc(/C=N/Nc2cc(-c3ccccc3)nc(C)n2)c(OC)c1,0%
COc1cc(C=C2C(=O)NC(=O)NC2=O)cc(I)c1OCc1ccccc1F,25%
Cc1ccc(C2OC3(C(=O)c4ccccc4C3=O)C3C(=O)N(c4ccc(Br)cc4)C(=O)C23)cc1 (stereo not given),15%

# (continued)
SMILES,RNase H inhibition
COc1ccc(C(=O)Nc2ccc(Cl)c(Cl)c2)c(OC)c1,23%
CCOc1cc(/C=C2/SC(=S)NC2=O)cc(Br)c1OCc1ccc(F)cc1,31%
COc1ccc(OC)c(N2C(=O)c3cccc4cccc(c34)C2=O)c1,4%
O=C(c1ccccc1Br)N1CCc2ccccc2C1,1%
CCN(Cc1ccccc1)C(=O)c1ccc([N+](=O)[O-])cc1,0%
Cc1cc(C(=O)Nc2ccc(-c3nc4ccccc4c(=O)o3)cc2)ccc1[N+](=O)[O-],3%
O=C(NCCNc1c(Cl)cccc1[N+](=O)[O-])c1cc(F)c(F)cc1Cl,0%
COc1ccc(CN=C(Nc2ccccc2)SC2CC(=O)NC2=O)cc1 (stereo not given),8%
COC(=O)c1ccc(/C=c2\sc3n(c2=O)C(c2ccc(OC)cc2OC)C(C(C)=O)=C(C)N=3)cc1 (stereo not given),15%
CCOc1ccccc1C(=O)Nc1sc2c(c1C#N)CCCC2,5%
Cn1c(SCC(=O)Nc2ccccc2)nc2ccccc21,11%
O=C(CSc1nc2ccccc2s1)NNC(=S)NC1CCCCC1,56%*

# Quoted at random: two records from the list.
SMILES,RNase H inhibition
COc1ccc(CN=C(Nc2ccccc2)SC2CC(=O)NC2=O)cc1 (stereo not given),8%
CCOc1cc(/C=C2/SC(=S)NC2=O)cc(Br)c1OCc1ccc(F)cc1,31%

# More results.
SMILES,RNase H inhibition
O=C1c2ccccc2C(=O)N1c1ccc(Cl)cc1[N+](=O)[O-],18%
O=C1CSC(=S)N1c1ccc([N+](=O)[O-])cc1,11%
CCOC(=O)C1=C(C)N=c2s/c(=C\c3ccc(Br)o3)c(=O)n2C1c1ccc(F)cc1 (stereo not given),25%
O=C1NC(=O)N(c2cccc(Br)c2)C(=O)/C1=C/c1ccc(-c2ccccc2C(=O)O)o1,21%
CC1=CC(C)(C)N(C(=O)CN2C(=O)c3ccccc3C2=O)c2ccccc21,10%
CS(=O)(=O)N(CC(=O)Nc1ccccc1C(F)(F)F)c1ccccc1,4%
CCCOC(=O)c1ccc(NS(=O)(=O)c2ccc(Cl)cc2)cc1,0%
CCOC(=O)c1c(NC(=O)c2ccc(C)cc2)sc(C(=O)Nc2ccccc2C(F)(F)F)c1C,10%
CC(/C=C1\SC(=O)N(CC(=O)Nc2cccc(O)c2)C1=O)=C\c1ccccc1,26%
CCOc1ccc(C(=O)N2CCOCC2)cc1,13%
OCc1cn(-c2ccccc2)nc1-c1ccc(Cl)cc1,23%
O=C(CSc1nc2ccc(N3C(=O)c4ccccc4C3=O)cc2s1)Nc1ccc(Br)cc1,28%
Cc1cc(C)cc(NS(=O)(=O)c2ccc(F)cc2)c1,25%
CCn1c2ccccc2c2cc(CN3CCN(Cc4ccccc4Br)CC3)ccc21,16%
O=C(N/N=C/c1cc(Cl)ccc1O)c1ccco1,4%
COc1ccccc1Nc1ncc(F)c(N2CCOCC2)n1,16%
COc1ccc2c(c1)CC(C1(O)C(=O)N(C)c3ccccc31)C2=O (stereo not given),0%
COc1ccc(-c2nc3ccccc3o2)cc1NC(=O)COc1c(C)cc(Cl)cc1Cl,40%
CCNC(=S)NNC(=O)c1cccc(Br)c1,0%
CCSCCOC(=O)C1=C(C)NC2=C(C(=O)CCC2)C1c1cccc(Cl)c1 (stereo not given),4%
CCOC(=O)C1=C(C)OC(N)=C(C#N)C1c1ccc(Cl)cc1Cl (stereo not given),13%
COc1ccc(NC(=O)/C(C#N)=C/c2ccc(-c3ccc(C(=O)O)cc3)o2)cc1,0%
COc1cccc(CNCc2c(F)cccc2F)c1OC,9%
Cc1ccccc1NC(=S)NC(=O)c1cccc2c(Br)cccc12,17%
CCCCCCCNC1CC(=O)N(c2ccc(Cl)cc2)C1=O (stereo not given),3%
C=CCN(CC=C)C(=O)C[n+]1csc2ccccc21,15%
C=C(C)c1ccccc1NC1=NS(=O)(=O)c2ccccc21,6%
Cc1c(NC(=S)NCCO)c(=O)n(-c2ccccc2)n1C,10%
Cc1cc([N+](=O)[O-])c(C)cc1-c1ccc(C=C2C(=O)c3ccccc3C2=O)o1,12%
Cc1ccc(C(=O)NNC(=O)c2ccccc2C)cc1,8%
CN(C)C(=O)c1cc([N+](=O)[O-])cc([N+](=O)[O-])c1N(C)C,0%
CC(C)c1ccc(/C=C2/C(=O)NN(c3ccc(F)cc3)C2=O)cc1,18%
O=C(C1CCCO1)N1CCN(c2cccc(Cl)c2)CC1 (stereo not given),0%
CCOC(=O)C(=CNc1ccccc1C(C)C)C(=O)OCC,12%
Cc1ccc(Nc2cc(C)nc(-c3ccccc3O)n2)cc1,12%
CCOc1ccc2ccc(OCC)c(/C=C3/SC(=O)N(C)C3=O)c2c1,1%
COc1ccc(/C=N/NC(=O)c2ccccn2)cc1Cl,0%
CCOC(=O)Nc1nc(C)c(C(C)=O)s1,4%
CC(=O)Nc1ccc(S(=O)(=O)/N=C2\C=CC(=O)c3ccccc32)cc1,13%
COC(=O)c1ccccc1NC(=O)c1ccc(CN(c2ccccc2)S(C)(=O)=O)cc1,7%
O=C1NC(=S)S/C1=C/c1ccc(OCc2ccc(Cl)cc2)cc1,16%
COc1ccc(C(=O)Nc2cccc(C(=O)OCC(=O)c3ccc(Br)cc3)c2)cc1OC,0%
CCOC(=O)CCS(=O)(=O)c1ccc2ccccc2c1,6%
CC1(C)CC(OC(=O)/C=C\C(=O)OC2CC(C)(C)NC(C)(C)C2)CC(C)(C)N1,6%
Cc1ccc(NC(=O)c2cccc([N+](=O)[O-])c2)cc1C,1%
CCOC(=O)C1=C(C)N=c2s/c(=C\c3ccc(OC)cc3)c(=O)n2C1/C=C/c1ccccc1 (stereo not given),24%
CCc1ccc(NC(=O)C(=O)NNC(=O)c2ccccc2C)cc1,1%
Cc1cc(C)n(C(=O)CCC(=O)Nc2ccccc2Cl)n1,0%

# Gathered by group, those above with a cyano group (4)
SMILES,RNase H inhibition
CCOc1ccccc1/C=C(\C#N)c1nc(-c2ccc(C)cc2)cs1,0%
CCOc1ccccc1C(=O)Nc1sc2c(c1C#N)CCCC2,5%
CCOC(=O)C1=C(C)OC(N)=C(C#N)C1c1ccc(Cl)cc1Cl (stereo not given),13%
COc1ccc(NC(=O)/C(C#N)=C/c2ccc(-c3ccc(C(=O)O)cc3)o2)cc1,0%

# Continued:
SMILES,RNase H inhibition
NC(=O)c1cc(NS(=O)(=O)c2ccc(F)cc2)ccc1Cl,11%
Cc1ccc(S(=O)(=O)N/N=C/c2ccc(OCC(=O)NCc3ccco3)cc2)cc1,13%
Cc1ccccc1NC(=O)c1c(NC(=O)Cc2ccccc2)sc2c1CCCCC2,12%
Cc1ccc2nc(-c3ccc(NC(=O)/C=C\c4ccccc4)cc3)oc2c1,40%
CN(C)c1ccc(C(=O)NCc2ccc(S(N)(=O)=O)cc2)cc1,16%
CN(C)c1ccc(-c2nc(-c3cccc(I)c3)cc(=O)o2)cc1,20%
CCOc1cc(/C=C2\C(=O)NC(=S)N(c3ccc(Cl)cc3Cl)C2=O)cc(I)c1OC,7%
Cc1ccc2cc(C3=C/C(=C/c4ccccn4)C(=O)O3)ccc2c1,7%
O=C(NC(=S)Nc1ccc(N2CCCCC2)c(Cl)c1)c1ccco1,14%
CC(=O)c1cccc(NC(=O)c2cc(S(=O)(=O)N3CCOCC3)ccc2Cl)c1,0%
Cc1ccc(C2=NOC(=O)/C2=C\C=C\c2ccccc2)cc1,25%
CCCCNCCCCCOc1ccccc1Br,5%
Cc1ccc(-c2csc(Nc3ccc(O)cc3)n2)c(C)c1,26%
CCOc1ccc(-c2nc3cc(NC(=O)c4ccccc4F)ccc3o2)cc1,2%
CCOC(=O)C1=C(C)NC2=C(C(=O)CCC2)C1c1ccc(OC)cc1 (stereo not given),0%
O=c1oc2cc(OC/C=C/c3ccccc3)ccc2c2ccccc12,0%
O=C(N/N=C/c1c(Sc2ccccn2)nc2ccccn2c1=O)c1ccccc1,0%
COc1ccc(-c2nn(-c3ccccc3)cc2/C=c2\sc3nc(-c4ccc(C)cc4)nn3c2=O)cc1,2%
COc1ccc(N(CC(=O)NC(C(C)C)C(C)C)S(C)(=O)=O)cc1Cl,4%
COCCNC(=O)c1ccc(Cl)c([N+](=O)[O-])c1,3%
CC1=NNC(=O)C1CCC(=O)N/N=C(\C)c1ccc2ccccc2c1 (stereo not given),8%
COC(=O)c1ccc(NC(=O)c2ccc(F)cc2)cc1,8%
O=C(COc1ccc(Cl)cc1)N1CCN(C(=O)COc2ccc3ccccc3c2)CC1,4%
Cc1ccc(-n2c(/C=C3/C(=O)N(C)c4ccc(Br)cc43)nc3ccccc3c2=O)cc1,2%
Cc1ccc(/C=N/NS(=O)(=O)c2ccccc2)c(C)c1C,14%
Cc1c2c(nn1-c1ccccc1)C[C@@H]1[C@H]2C1(C)C,4%
COc1ccc(Nc2cc(C)nc3c(C)cccc23)cc1,5%
COC(=O)C1=C(C)NC2=C(C(=O)c3ccccc32)C1c1ccc(OCc2ccc(F)cc2)c(Cl)c1 (stereo not given),7%
CS(=O)(=O)N(CC(=O)NCc1cccnc1)c1ccc(Oc2ccccc2)cc1,15%
CCOc1cc(/C=N/NC(N)=O)cc(Cl)c1OCc1ccc(Cl)cc1Cl,17%
Cc1ccccc1NCC(=O)N/N=C\c1ccncc1,4%
CCOc1ccc(NC(=O)c2cccc(C(F)(F)F)c2)c([N+](=O)[O-])c1,16%
O=C1/C(=C/c2ccc(OCCOc3ccccc3Cl)cc2)SC(=S)N1c1ccccc1,5%
CCOC(=O)c1c(NC(=O)C2C(C=C(Cl)Cl)C2(C)C)sc2c1CCCC2 (stereo not given),15%
O=C(Nc1cccc2ccccc12)C1(c2ccccc2)CCOCC1,0%
O=C(Nc1cccc(Cl)c1)ON=C1c2ccccc2-c2ccccc21,44%
COc1ccc(-n2c(O)c(C=Nc3ccccc3OC)c3ccccc3c2=O)cc1,7%
Oc1ccccc1-c1cc(-c2ccco2)[nH]n1,13%
O=C(COc1ccc(Cl)cc1Br)N/N=C/c1cccc(OC(=O)c2ccc3c(c2)OCO3)c1,14%
COc1ccc(-n2cnc3sc(C)c(C)c3c2=O)cc1,2%
CCOC(=O)/C=C/C(=O)Nc1sc(C)c(C)c1C(N)=O,18%
Cc1ccc(OCCC(=O)Nc2ccc(F)c(Cl)c2)cc1,20%
CC1SC(c2ccc(Cl)cc2)NC1=O (stereo not given),3%
O=C(CCc1ccccc1)NCc1ccc2c(c1)OCO2,2%
CCc1cccc(C)c1NC(=O)COc1ccc(C)cc1C,6%
CC(C)C12CC3CC(CC(C(=O)NN)(C3)C1)C2,2%
Cc1ccc(Nc2cc(C)c(C#N)c3nc4ccccc4n23)cc1Cl,9%
Cc1ccc(N2C(=O)NC(=O)/C(=C\c3ccc(Br)s3)C2=O)cc1C,10%
CCCCOc1ccccc1NC(=O)c1cc(OC)c(OC)c(OC)c1,11%
CNC(=S)N(Cc1ccc(S(N)(=O)=O)cc1)C1CC(=O)N(c2ccc(C(=O)OC)cc2)C1=O (stereo not given),4%
COc1ccc(C(NC(=O)/C=C\c2ccccc2)c2ccc(OC)cc2)cc1,0%
COc1ccc(CN=Cc2c(O)[nH]c(=O)[nH]c2=O)cc1,7%
Cc1ccc(C2=NN(c3ccc([N+](=O)[O-])cc3)C(c3ccccc3)C2)cc1 (stereo not given),18%
CC(O)CNc1ccc(Cl)cc1[N+](=O)[O-] (stereo not given),3%
COc1ccc(NC(=S)NC(=O)c2cccs2)cc1OC,18%
C=CCSc1nc(N)c2c3c(sc2n1)CCCC3,15%
COc1ccccc1C(=O)NC(=S)Nc1ccc2oc(-c3cccc(C)c3)nc2c1,19%
Cc1ccc(N2C(=O)CC(NCc3ccc(F)cc3)C2=O)cc1 (stereo not given),5%
CC(=O)N(C)c1ccc(NC(=O)/C=C/c2ccccc2)cc1,9%
